NPYLR7 agonist: agonists of mosquito NPYLR7 receptor, primary screen, cell-based, Aedes aegypti, calcium fluorescence, mosquito biting behavior | Aedes aegypti neuropeptide Y-like receptor 7 (NPYLR7) | HEK293T NPYLR7/Galpha15, GCaMP6s calcium fluorescence | activation, % at 10 µM | 270,000 tested, 0.15% active; in the data active means activation above about 40%;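 further: 0% = vehicle and 100% = reference agonist at the receptor; some compounds past the cut are filed as inactive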
hcGAS inh: Primary biochemical luminescence assay for human cyclic GMP-AMP synthase inhibitors | AID 1259398, 2018 | Q8N884 | recombinant h-cGAS, ATP depletion, Kinase-Glo luminescence | 290,000 tested, 0.081% active | inhibition, % at 12.5 µM;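 further: 0% = vehicle reaction and 100% = reaction without DNA for no activity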
Target sequence (Q8N884 whole entry, looked up): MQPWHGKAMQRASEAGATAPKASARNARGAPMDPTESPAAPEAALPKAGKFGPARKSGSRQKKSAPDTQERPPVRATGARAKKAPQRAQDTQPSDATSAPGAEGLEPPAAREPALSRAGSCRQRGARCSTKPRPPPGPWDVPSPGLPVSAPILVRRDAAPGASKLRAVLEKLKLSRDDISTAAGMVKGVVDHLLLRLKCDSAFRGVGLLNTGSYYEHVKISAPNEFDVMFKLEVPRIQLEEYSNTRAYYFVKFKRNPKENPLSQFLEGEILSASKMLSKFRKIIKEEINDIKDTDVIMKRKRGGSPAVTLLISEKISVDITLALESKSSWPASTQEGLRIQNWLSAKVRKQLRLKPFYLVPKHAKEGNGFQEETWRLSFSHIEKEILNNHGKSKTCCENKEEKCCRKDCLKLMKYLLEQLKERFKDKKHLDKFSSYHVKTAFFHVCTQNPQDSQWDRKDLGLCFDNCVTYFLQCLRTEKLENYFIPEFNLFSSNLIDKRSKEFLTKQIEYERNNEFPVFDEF
mcGAS lum: cyclic GMP-AMP synthase inhibitors, mouse, primary biochemical chemiluminescence | Q8C6L5 | recombinant cGAS, Kinase-Glo ATP depletion luminescence | inhibition, % at 12.5 µM | 160,000 tested, 0.15% active | AID 1259399, 2018;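 further: 0% = negative control wells and 100% = reference inhibitor with no enzyme activity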
The depositor's hits bear a star; & = joins results of further samples. Unless noted, no stated cut-off is given here; in the data, active means inhibition above about 40%; inactive means the rest.

Results for COc1ccc(NC(=O)CSc2nc3c(c(=O)n2-c2cc(C)cc(C)c2)SCC3)cc1 ?
NPYLR7 agonist: -3; hcGAS inh: -3; mcGAS lum: -6

Results for Cn1c(=O)c2cn(-c3ccc(Br)cc3)cc2n(C)c1=O ?
NPYLR7 agonist: 6; hcGAS inh: -16

What do the screens show for `CCc1cnc2c(c1SCc1ccccc1F)c(=O)n(C)c(=O)n2C`?
NPYLR7 agonist: 7; hcGAS inh: -8; mcGAS lum: -7

How did OC/C=C/c1ccc(O)c(O)c1 do in these assays?
NPYLR7 agonist: -8; hcGAS inh: -4

Results for CN(Cc1ccco1)C(=O)c1cc2ccccc2cc1O ?
NPYLR7 agonist: -3; hcGAS inh: -7

What do the screens show for `CCN=c1sc(CC(=O)O)c(-c2ccc(Cl)cc2)n1CC`?
NPYLR7 agonist: 9; hcGAS inh: -1; mcGAS lum: -8

Results for O=c1cc(CN2CCCn3cncc3C2)c2cccc3c2n1CCC3 ?
NPYLR7 agonist: 4; hcGAS inh: -3; mcGAS lum: -7

What do the screens show for `NC12CCc3c(no[n+]3[O-])C1(O)CC(c1ccccc1)=[N+]2[O-]` (stereo not given)?
NPYLR7 agonist: 0; hcGAS inh: -9

Results for Cc1ccc(-c2nc3ccc(C)cn3c2NC(=O)/C=C/c2ccccc2)cc1 ?
NPYLR7 agonist: -3; hcGAS inh: -7; mcGAS lum: -9

What do the screens show for `O=C(CSc1nc2ccccc2s1)N1c2ccccc2CCc2ccccc21`?
NPYLR7 agonist: -2; hcGAS inh: -7; mcGAS lum: -5

What do the screens show for `C/C=C\COC1CCCN(C(=O)c2cccc(OC)c2)C1` (stereo not given)?
NPYLR7 agonist: -2; hcGAS inh: -5; mcGAS lum: -4

How did CCNC(=O)c1ccnc(N2CCC(CO)(Cc3ccccc3Cl)CC2)c1 do in these assays?
NPYLR7 agonist: 24; hcGAS inh: 0; mcGAS lum: -9

What do the screens show for `O=C(NCC1C2CC3CC(C2)CC1C3)c1cc2n(n1)CC(O)CNC2=O` (stereo not given)?
hcGAS inh: -3; mcGAS lum: -5

How did O=C(COC(=O)c1cccs1)c1ccc(Cl)c(Cl)c1 do in these assays?
NPYLR7 agonist: 3; hcGAS inh: -8

What do the screens show for `CC1=C(C(=O)OCCc2ccccc2)C(c2cccc([N+](=O)[O-])c2)NC(=O)N1C` (stereo not given)?
NPYLR7 agonist: 1; hcGAS inh: 1; mcGAS lum: 1

Results for CCN1C(=O)C2(SC(C)(C)CN2C(=O)c2cccc(Cl)c2)c2cc(F)ccc21 (stereo not given) ?
NPYLR7 agonist: -1; hcGAS inh: 2; mcGAS lum: 0

How did CC1CCN(c2cc(Oc3ccccc3Cl)ncn2)CC1 do in these assays?
NPYLR7 agonist: -8; hcGAS inh: -4; mcGAS lum: -6

Results for CCCC(C)c1c(-c2ccccc2)ncn1Cc1cnc(C)cn1 (stereo not given) ?
NPYLR7 agonist: -5; hcGAS inh: -4; mcGAS lum: -16

Results for O=C(CN1CN(c2ccccc2)C2(CCN(C(=O)Nc3cccc(Cl)c3Cl)CC2)C1=O)N1CCOCC1 ?
NPYLR7 agonist: 10; hcGAS inh: -4; mcGAS lum: -6

What do the screens show for `O=C(O)c1c[nH]c2c(ccc3ccccc32)c1=O`?
NPYLR7 agonist: 5; hcGAS inh: 15; mcGAS lum: 42*

How did CCOC(=O)CCCSc1nnc(-c2cccnc2)n1-c1cccc(Cl)c1 do in these assays?
hcGAS inh: -2; mcGAS lum: -1

How did O=C(N=Nc1c(O)[nH]c2ccc(Br)cc12)c1ccc([N+](=O)[O-])cc1 do in these assays?
NPYLR7 agonist: 8; hcGAS inh: -4

Results for Cc1ccc(C)c(-n2c(CNC(=O)COc3ccccc3)nnc2SCC(=O)N2CCc3ccccc32)c1 ?
NPYLR7 agonist: -13; hcGAS inh: -2; mcGAS lum: 1

What do the screens show for `CCCCCCc1ccc(C(=O)N(CC)CC(=O)Nc2cc(C(C)(C)C)nn2-c2ccccc2Cl)cc1`?
NPYLR7 agonist: 20; hcGAS inh: -16; mcGAS lum: -5

How did Cc1nc(-c2ccc(CCNC(=O)C3CCCO3)s2)cs1 (stereo not given) do in these assays?
NPYLR7 agonist: 1; hcGAS inh: -1

What do the screens show for `COc1ccc(CCNC(=O)CCc2ccc(-c3ccc(C)cc3C)n2-c2ccc(CC#N)cc2)cc1`?
NPYLR7 agonist: 23; hcGAS inh: -2; mcGAS lum: -5

How did CCOC(=O)C(C#N)=CNc1nc(C(C)=O)cs1 do in these assays?
NPYLR7 agonist: 4; hcGAS inh: 53*; mcGAS lum: 64*

Results for COC(=O)c1cc(Cl)c2c(c1)CC(CNC(=O)c1cc3ccccc3s1)O2 (stereo not given) ?
NPYLR7 agonist: 3; hcGAS inh: -4; mcGAS lum: -11

Results for CN(Cc1ccc2[nH]ccc2c1)Cc1cnn(-c2ccccc2)c1 ?
NPYLR7 agonist: 2; hcGAS inh: -6

Results for CCOC(=O)c1c(NC(=O)c2ccnc(Cl)c2)c(-c2cccc(F)c2)cn1C ?
NPYLR7 agonist: 12; hcGAS inh: -6; mcGAS lum: -5

What do the screens show for `O=C(CN1C(=O)c2ccccc2C1=O)N1CCN(CC=Cc2ccccc2)CC1`?
NPYLR7 agonist: -5; hcGAS inh: -4; mcGAS lum: -7

What do the screens show for `COCc1cc(CN(C)c2ncnc3[nH]ccc23)[nH]n1`?
NPYLR7 agonist: 2; hcGAS inh: -5

What do the screens show for `Cc1nccn1-c1ccc(CNC(=O)c2cn(-c3ccccc3)nn2)cc1`?
NPYLR7 agonist: 4; hcGAS inh: -7

What do the screens show for `CCC(=O)N1CCCCC1C(=O)Nc1cc(C2CCCC2)[nH]n1` (stereo not given)?
NPYLR7 agonist: 1; hcGAS inh: -7

Results for O=C(c1cc(-n2cccn2)ccc1Cl)N1CC[C@H](CO)[C@@H](O)C1 ?
NPYLR7 agonist: -1; hcGAS inh: -2; mcGAS lum: -26

Results for CCc1ccc2c(c1)SC1=NS(=O)(=O)CCN12 ?
NPYLR7 agonist: -7; hcGAS inh: -7

How did Cc1cc(C=C2Sc3ccccc3N2C)cc(C)[n+]1N1CCN(C)CC1 do in these assays?
NPYLR7 agonist: 47&22; hcGAS inh: 9&13

How did Cc1cc(C(=O)N(CCCN2CCOCC2)c2nc3c(F)cc(F)cc3s2)n(C)n1 do in these assays?
NPYLR7 agonist: 0; hcGAS inh: -9; mcGAS lum: -7

Results for CCC[C@@H]1CN(C(=O)c2n[nH]c3c2CCC3)C[C@H]1NS(C)(=O)=O ?
hcGAS inh: 0; mcGAS lum: -2

Results for O=C(CSc1nc2[nH]ncc2c(=O)[nH]1)Nc1ccc(F)cc1F ?
NPYLR7 agonist: -1; hcGAS inh: -3

What do the screens show for `O=C(NOCc1ccccc1)NC1CCN(C(=O)C2CC2)CC1`?
NPYLR7 agonist: -4; hcGAS inh: 1; mcGAS lum: -1

What do the screens show for `COc1ccc(CN(C2CC2)S(=O)(=O)c2ccc(Br)cc2)cc1`?
NPYLR7 agonist: 3; hcGAS inh: -3

How did O=C(NC1CC1)c1sc2cc(F)ccc2c1Cl do in these assays?
NPYLR7 agonist: 2; hcGAS inh: -8

Results for CCC1CN(Cc2ccccc2OCC(=O)N(C)C)CCN1C(C)C (stereo not given) ?
NPYLR7 agonist: -5; hcGAS inh: 1; mcGAS lum: -2

Results for COc1ccccc1-n1ccn2c(=O)n(Cc3ccc(F)cc3Cl)nc2c1=O ?
NPYLR7 agonist: -23; hcGAS inh: -1; mcGAS lum: 1

What do the screens show for `Cc1cccnc1C(NC(=O)C1CCN(CCc2ccccc2)CC1)c1ccccc1` (stereo not given)?
NPYLR7 agonist: -1; hcGAS inh: -1; mcGAS lum: -2

What do the screens show for `C#CCOCC(O)CN(CC(=O)N1CCc2sccc2C1COc1ccc(C)cc1C)C1CC1` (stereo not given)?
NPYLR7 agonist: 7; hcGAS inh: -3; mcGAS lum: -6

How did CN(C(=O)Cn1cc(C(F)(F)F)cc(Cl)c1=O)C1CCCc2ccccc21 (stereo not given) do in these assays?
NPYLR7 agonist: 1; hcGAS inh: 3

How did CN(Cc1nccn1C(F)F)C(=O)NC(c1nccs1)C1CC1 (stereo not given) do in these assays?
NPYLR7 agonist: 2; hcGAS inh: -7; mcGAS lum: -14

Results for CC(=O)C1=C(c2ccc(C3CCCCC3)cc2)N(C(C)=O)n2c(C)nnc2S1 ?
NPYLR7 agonist: 4; hcGAS inh: -10

What do the screens show for `CCc1noc(C)c1C(=O)Nc1ncc(Cc2ccccc2)s1`?
NPYLR7 agonist: 2; hcGAS inh: -5

What do the screens show for `C=C(C)Cn1c(C2CC(=O)N(c3ccc(F)cc3)C2)nc2ccccc21` (stereo not given)?
NPYLR7 agonist: 0; hcGAS inh: -8; mcGAS lum: -5

Results for CNC(=O)CC1CCN(Cc2cc(C(C)(C)C)ccc2O)CC1 ?
NPYLR7 agonist: 6; hcGAS inh: -7

How did CCCCCn1nc(C(=O)NNC(=O)c2ccco2)c2ccccc2c1=O do in these assays?
NPYLR7 agonist: 4; hcGAS inh: -17; mcGAS lum: -2

Results for Cc1ccc2[nH]c3c(c2c1)CCOC31CCN(C(=O)NCc2cccc(F)c2)CC1 ?
NPYLR7 agonist: 13; hcGAS inh: -5; mcGAS lum: -4

How did Cc1ccc(C)c(S(=O)(=O)N2CCN(c3nccc(-c4ccc(Oc5ccccc5)cc4)n3)CC2)c1 do in these assays?
NPYLR7 agonist: 10; hcGAS inh: 3; mcGAS lum: -3

How did Cc1ccc(-n2cnnn2)cc1NC(=O)NC1CCN(C)C(C)C1 (stereo not given) do in these assays?
NPYLR7 agonist: -10; hcGAS inh: -11

What do the screens show for `COc1ccc(Nc2nc(N(C)C)nc(N)c2[N+](=O)[O-])cc1`?
NPYLR7 agonist: -1; hcGAS inh: -7

What do the screens show for `CC1(C)CC(=O)C2=C(C1)Nc1nc3ccccc3n1C2c1cccc(F)c1` (stereo not given)?
NPYLR7 agonist: 3; hcGAS inh: -9; mcGAS lum: -8

How did Cc1cccc(NC(=O)Cn2c(C)cc(=O)c3cccc(C)c32)c1 do in these assays?
NPYLR7 agonist: 6; hcGAS inh: -6; mcGAS lum: -7

Results for COc1ccc(-n2[nH]c(C)c(C3=C(N(C)Cc4ccccc4)C(=O)N(CC(C)C)C3=O)c2=O)cc1 ?
NPYLR7 agonist: 18; hcGAS inh: -7; mcGAS lum: -6

How did CCN(CC)C(=O)CSc1nc(-c2ccco2)nc2ccccc12 do in these assays?
NPYLR7 agonist: -9; hcGAS inh: -2

Results for FC(F)(F)c1ccc(C2CCCCC2Nc2ccc3nnnn3n2)cc1 (stereo not given) ?
NPYLR7 agonist: 4; hcGAS inh: -8

How did COC(=O)c1ccc(NC(=O)CCc2ccc(F)c(F)c2)s1 do in these assays?
NPYLR7 agonist: -1; hcGAS inh: -3

How did COC(=O)COc1cc2oc(=O)c3c(c2cc1Cl)CCC3 do in these assays?
NPYLR7 agonist: 7; hcGAS inh: -3

How did C=CCCCCCCCCC(=O)N1CCN(Cc2cc(=O)c(OCc3cc(C)cc(C)c3)co2)CC1 do in these assays?
NPYLR7 agonist: 4; hcGAS inh: -4; mcGAS lum: -6

Results for CC1(C)O[C@@H]2C[C@@](OCc3ccccc3)(C(=O)NCC3CCCO3)CC(OCc3ccc(C#N)cc3)[C@@H]2O1 (stereo not given in full) ?
NPYLR7 agonist: -3; hcGAS inh: 3; mcGAS lum: 1

How did CC(C)(C)Nc1c(-c2ccc3c(c2)OCO3)nc2ccc(Cl)cn12 do in these assays?
NPYLR7 agonist: 4; hcGAS inh: -3; mcGAS lum: -6

What do the screens show for `CNc1nc2cnc(Nc3cccc(Oc4ccccc4)c3)cc2n1-c1cc(OC)c(OC)c(OC)c1`?
NPYLR7 agonist: 6; hcGAS inh: -3; mcGAS lum: -4

What do the screens show for `Nc1nc(SCC(=O)Nc2cccc(F)c2)[nH]c(=O)c1NC(=O)c1ccccc1F`?
NPYLR7 agonist: -7; hcGAS inh: -3; mcGAS lum: -7

How did Cc1onc(-c2ccccc2Cl)c1C(=O)NCCCCc1ccccc1 do in these assays?
NPYLR7 agonist: -4; hcGAS inh: -6; mcGAS lum: -4

Results for CCCN(CC#Cc1ccccc1)C(=O)c1ccc2nccn2c1 ?
NPYLR7 agonist: 1; hcGAS inh: -6

Compound activity (PubChem BioAssay)
